# Cycloheximide cs: affects cycloheximide protein synthesis inhibition readout, counter-screen | cell reporter, cycloheximide protein synthesis inhibition counterscreen | AID 2314 | max response, % | actives 12% (n = 300,000); in the data active = max response mostly above about 13%, no sharp cut-off; inactive = mostly below about 14%; note: read at 38.3 µM for the half of the compounds with a filed dose; 0% is about no effect
# Pf growth 48h: inhibits P. falciparum growth in the first generation, 48 h | Potency, µM (highest dose often 28.7 µM), inactives show at the highest dose activity change, negative = inhibition, actives largely listed as inhibitors | actives 5.9% (n = 310,000) | P. falciparum luciferase growth in erythrocytes, 48 h; note: potency is the fitted concentration of half-maximal effect; % is set by controls: 0 for no effect and ±100 for the full control effect
#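 Erythrocytes infected with P. falciparum carrying an integrated firefly luciferase reporter (2% hematocrit, 0.1% parasitemia final) were exposed to compounds in RPMI 1640 with 0.5% Albumax at 37 C, 5% CO2. Growth inhibition was scored as reduced luminescence.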
# TbPYK inhibitor: inhibitors of Trypanosoma brucei pyruvate kinase | Q57TT1 | TbPYK enzyme, Kinase-Glo Plus ATP luminescence, 45 min | Potency, µM (doses to about 76.8 µM), inactives show at the highest dose activity, negative = inhibition, actives largely listed as inhibitors | actives 0.12% (n = 410,000) | AID 624173; note: potency is the fitted concentration of half-maximal effect; % is set by controls: 0 for no effect and ±100 for the full control effect; nearly all actives have a fitted effect of over 50% in size
#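 In this concentration-response screen, enzyme-free wells defined baseline while DMSO plates tracked drift. Each reaction combined TbPYK, substrate, compound and 130 uM ADP for 45 min at room temperature. Kinase-Glo Plus luminescence gave the signal.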
# Pf growth 96h: P. falciparum growth inhibition at 96 hour, primary screen for plastid delayed-death inhibitors | P. falciparum luciferase reporter growth, 96 h | Potency, µM (titrated, usually from 28.7 µM), for inactives: top-dose activity change, negative = inhibition, actives largely listed as inhibitors | actives 6.9% (n = 320,000) | AID 504834; note: potency is the fitted concentration of half-maximal effect; % is set by controls: 0 for no effect and ±100 for the full control effect
#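 Infected RBCs, 2% Hct / 0.05% parasitemia final; luciferase-reporter P. falciparum; cpd 96 h, 37 C, 5% CO2; luciferase detection reagent; luminescence.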
# AmpC inh no detg: blocks E. coli AmpC beta-lactamase in detergent-free assay; P00811; AmpC nitrocefin hydrolysis, absorbance 480 nm, 0.0001% Triton; Potency, µM (highest dose often 57.1 µM), inactives show at the highest dose activity change, negative = inhibition, actives largely listed as inhibitors; actives 0.52% (n = 330,000); AID 485341;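 note: potency is the fitted concentration of half-maximal effect; plate controls were no compound for no effect and no enzyme for full effect; nearly all actives have a fitted effect of over 20% in size; some results filed as inactive show a strong effect at the top dose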
# Target sequence (P00811 whole entry, looked up): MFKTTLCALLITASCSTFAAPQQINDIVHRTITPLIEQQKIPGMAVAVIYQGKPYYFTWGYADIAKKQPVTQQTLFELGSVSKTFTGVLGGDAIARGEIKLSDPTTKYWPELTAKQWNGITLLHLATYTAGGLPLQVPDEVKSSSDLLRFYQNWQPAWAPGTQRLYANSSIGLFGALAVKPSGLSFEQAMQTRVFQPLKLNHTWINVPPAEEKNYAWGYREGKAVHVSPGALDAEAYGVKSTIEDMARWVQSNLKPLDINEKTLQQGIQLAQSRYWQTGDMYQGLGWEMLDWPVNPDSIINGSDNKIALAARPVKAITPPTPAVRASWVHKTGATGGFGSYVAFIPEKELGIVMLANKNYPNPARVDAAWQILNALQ
#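 AmpC (5.3 nM in the dispensed reagent) in 20 mM phosphate pH 7.0 with 0.01% (detergent screen) or 0.0001% Triton X-100 was preincubated with compounds for 15 min at room temperature. Nitrocefin was then added from an 800 uM solution, and hydrolysis was followed at 480 nm.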
# Shiga inhibitor: blocks Shiga toxin action in Vero cells; Vero cells, Shiga toxin protein synthesis inhibition reporter; actives 9.2% (n = 290,000); inhibition, % at 38.7 µM; in the data active = inhibition mostly above about 28%, no sharp cut-off; inactive = mostly below about 43%; note: 0% is about no effect
# LmPK inh: inhibitors of Leishmania mexicana pyruvate kinase. purified LmPK, Kinase-Glo ATP luminescence, 1 h. Potency, µM (series often up to 57.5 µM), for the others: at the top dose activity change, negative = inhibition, hits mostly inhibitors. actives 0.37% (n = 290,000); note: potency is the fitted concentration of half-maximal effect; % is set by controls: 0 for no effect and ±100 for the full control effect
# Target sequence (Q27686 whole entry, looked up): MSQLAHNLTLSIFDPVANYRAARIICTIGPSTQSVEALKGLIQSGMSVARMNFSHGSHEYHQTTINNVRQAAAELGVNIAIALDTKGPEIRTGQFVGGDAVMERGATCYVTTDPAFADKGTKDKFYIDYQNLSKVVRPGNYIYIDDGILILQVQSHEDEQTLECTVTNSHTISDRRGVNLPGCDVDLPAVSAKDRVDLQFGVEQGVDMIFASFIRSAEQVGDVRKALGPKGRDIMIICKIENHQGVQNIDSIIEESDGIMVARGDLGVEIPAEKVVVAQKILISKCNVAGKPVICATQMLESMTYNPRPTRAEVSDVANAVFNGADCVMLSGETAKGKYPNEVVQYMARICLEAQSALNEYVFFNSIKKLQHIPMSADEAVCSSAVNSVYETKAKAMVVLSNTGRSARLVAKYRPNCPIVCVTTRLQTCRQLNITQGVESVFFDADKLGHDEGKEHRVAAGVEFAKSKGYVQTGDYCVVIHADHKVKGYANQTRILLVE
#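 Screened at intermediate enzyme activity to detect both inhibitors and activators: LmPK at 0.1 nM, with a 0.5 nM enzyme column as activation reference. PEP 0.5 mM, ADP 0.1 mM; ATP detected by luminescence after 1 h.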
# * hit, by the source's call; ? = inconclusive; / = not tested or not shown; [ ] = remark or other dose. Unless noted, calls come from the whole dose curve; as a rule, active = well fitted curve in the direction sought with a large enough effect; inconclusive = small, poorly fitted or top-dose-only effect, or another doubt; inactive = no such curve, though single readings can be large; an effect the other way counts as inactive or inconclusive.
mol	Cycloheximide cs	Pf growth 48h	TbPYK inhibitor	Pf growth 96h	AmpC inh no detg	Shiga inhibitor	LmPK inh
O=c1[nH]c(=S)n(-c2ccc(Cl)cc2)c(O)c1C=Nc1ccc(N2CCOCC2)cc1	-3	3%	-9%	?	54%	-17	-1%
O=C(NNC1CC(=O)N(c2ccc3c(c2)OCCO3)C1=O)c1ccc(Cl)cc1 (stereo not given)	-4	34%[activator]	0%	-25%	-38%	3	-1%
Cc1ccc(C(=O)NCCCNC(=O)c2ccccn2)cc1	-4	5%	4%	26%	-1%	-11	0%
CCn1c(SCC(=O)Nc2ccccc2N2CCCCC2)nc2c1c(=O)n(C)c(=O)n2C	-2	?	-15%	/	220%[activator]	8	2%
CCn1c(SCC(=O)N2CCCC2)nc2c(c1=O)SCC2	6	?	-4%	?	0%	-12	-4%
COC(=O)c1c(C)[nH]c(O)c1C=Nc1ccc(C(C)C)cc1	22*	-23%	-12%	38%[activator]	-8%	39*	2%
CCOC(=O)c1ccc(NC(=O)c2ccccc2N(C)S(=O)(=O)c2ccccc2)cc1	-11	?	-12%	27%	-43%	-17	2%
CS(=O)(=O)N1CCC(C(=O)N2CCc3ccccc3C2)CC1	-3	-1%	3%	/	-8%	17	4%
COc1ccc(COC(=O)Nc2cn(C)nc2C(F)(F)F)cc1	-3	17%	-3%	32%[activator]	9%	-8	-1%
O=C1CN(C(=O)COC(=O)c2ccccc2Br)c2ccccc2N1	/	-24%	6%	9%	-15%	/	/
O=C(CN1CCCSc2ccccc21)N1CCN(S(=O)(=O)c2cccc(F)c2)CC1	/	?	3%	?	123%[activator]	/	/
COc1ccc(-n2c(COc3cccc(C)c3)nnc2SCC(=O)NCc2ccco2)cc1	30*	?	1%	-18%	12%	35*	2%
O=C(O)/C(=C\c1cccc(F)c1)c1ccc(S(=O)(=O)N2CCCC2)s1	/	0%	-5%	-18%	-14%	/	/
CN(C)CCOc1cccc(Cl)c1	-2	5%	-6%	20%	-12%	-1	-4%
COc1ccc(NC(=O)c2cccnc2SC)cc1S(=O)(=O)N1CCCCC1	-1	8%	-3%	?	-31%	-5	-2%

# Shown with each value named: part of the list above
COC(=O)c1c(C)[nH]c(O)c1C=Nc1ccc(C(C)C)cc1
  Cycloheximide cs = 22*
  Pf growth 48h = -23%
  TbPYK inhibitor = -12%
  Pf growth 96h = 38%[activator]
  AmpC inh no detg = -8%
  Shiga inhibitor = 39*
  LmPK inh = 2%
CCOC(=O)c1ccc(NC(=O)c2ccccc2N(C)S(=O)(=O)c2ccccc2)cc1
  Cycloheximide cs = -11
  Pf growth 48h = ?
  TbPYK inhibitor = -12%
  Pf growth 96h = 27%
  AmpC inh no detg = -43%
  Shiga inhibitor = -17
  LmPK inh = 2%
CS(=O)(=O)N1CCC(C(=O)N2CCc3ccccc3C2)CC1
  Cycloheximide cs = -3
  Pf growth 48h = -1%
  TbPYK inhibitor = 3%
  Pf growth 96h = /
  AmpC inh no detg = -8%
  Shiga inhibitor = 17
  LmPK inh = 4%
COc1ccc(COC(=O)Nc2cn(C)nc2C(F)(F)F)cc1
  Cycloheximide cs = -3
  Pf growth 48h = 17%
  TbPYK inhibitor = -3%
  Pf growth 96h = 32%[activator]
  AmpC inh no detg = 9%
  Shiga inhibitor = -8
  LmPK inh = -1%

# Random excerpt: 3 records from the list
mol	Cycloheximide cs	Pf growth 48h	TbPYK inhibitor	Pf growth 96h	AmpC inh no detg	Shiga inhibitor	LmPK inh
O=c1[nH]c(=S)n(-c2ccc(Cl)cc2)c(O)c1C=Nc1ccc(N2CCOCC2)cc1	-3	3%	-9%	?	54%	-17	-1%
O=C1CN(C(=O)COC(=O)c2ccccc2Br)c2ccccc2N1	/	-24%	6%	9%	-15%	/	/
COc1ccc(COC(=O)Nc2cn(C)nc2C(F)(F)F)cc1	-3	17%	-3%	32%[activator]	9%	-8	-1%

# Among those listed so far, 2 have an NH in an aromatic ring:
mol	Cycloheximide cs	Pf growth 48h	TbPYK inhibitor	Pf growth 96h	AmpC inh no detg	Shiga inhibitor	LmPK inh
O=c1[nH]c(=S)n(-c2ccc(Cl)cc2)c(O)c1C=Nc1ccc(N2CCOCC2)cc1	-3	3%	-9%	?	54%	-17	-1%
COC(=O)c1c(C)[nH]c(O)c1C=Nc1ccc(C(C)C)cc1	22*	-23%	-12%	38%[activator]	-8%	39*	2%

# Next part:
mol	Cycloheximide cs	Pf growth 48h	TbPYK inhibitor	Pf growth 96h	AmpC inh no detg	Shiga inhibitor	LmPK inh
O=C(Cn1[nH]c(=O)c2ccccc2c1=O)Nc1ccc(-c2nnc3n2CCCCC3)cc1	-6	/	-2%	?	-11%	1	-4%
CC1(C)CC(=O)N(Cc2ccccc2)C(=O)C1	-2	-6%	2%	-14%	-3%	-16	2%
CCC1(C)Cc2ccccc2-c2nc(NN)[nH]c(=O)c21 (stereo not given)	-2	?	1%	?	-48%	-4	4%
COc1ccc(N(CC(=O)N/N=C/c2ccc(OC)c(OC)c2)S(=O)(=O)c2ccccc2)cc1	-3	?	-5%	122%[activator]	61%[activator]	-5	1%
CC1CC(=O)c2cnc(NCc3ccco3)nc2C1 (stereo not given)	16*	19%	40%[activator]	?	-23%	53	-3%
CCOC(=O)c1ccc(-c2c(-c3ccc4c(c3)OCO4)noc2C)cc1F	4	44%	-2%	-6%	-27%	8	2%
Cc1cccc(OCCCC(=O)Nc2ccc(S(N)(=O)=O)cc2)c1C	-5	1%	14%	14%	-33%	-6	0%
CN(C(=O)CSc1nnc(-c2cccnc2)n1-c1ccccc1F)C1CCS(=O)(=O)C1 (stereo not given)	-2	?	0%	21%	-2%	-5	1%
NC(=O)CSc1nnc(Cc2ccc3c(c2)OCO3)o1	1	4%	-14%	?	-31%	-6	-2%
C=C1C[C@H](O)[C@@H]2[C@H](OC(=O)[C@H]2C)[C@H]2[C@H](C)[C@@H](O)C[C@@H]12	/	35%[activator]	3%	65%[activator]	-7%	/	/
O=C(NCCC1=CCCCC1)C1CCC(CNS(=O)(=O)c2ccccc2)CC1 (stereo not given)	-5	?	-6%	?	-12%	-13	4%
CC(=O)n1nc(-c2cccc(C)c2)nc1SCC(=O)Nc1ccccc1	8	35%[activator]	-1%	32%[activator]	-19%	-6	-1%
COc1ccc(/C=C2\CCCc3c2nc2ccccc2c3C(=O)OCC(=O)c2c(N)n(C)c(=O)n(C)c2=O)cc1	-3	?	/	4.1µM*	-23%	-15	1%
COC(=O)CC(NS(=O)(=O)c1cccs1)c1cccc2ccccc12 (stereo not given)	-3	?	12%	?	?	3	7%
CC(Oc1cccc(NC(=O)c2cccs2)c1)C(=O)c1ccccc1 (stereo not given)	19*	?	4%	10%	?	36	0%
COc1ccccc1NC(=O)CCC(=O)O	-1	12%	-6%	/	-5%	-8	0%
Cc1ccc(NC(=O)COc2ccc(C(=O)c3ccccc3)cc2)c(O)c1	-2	?	2%	?	16µM*	-5	-5%
O=c1c2[nH]c3ccccc3c2ncn1CCN1CCOCC1	-3	/	0%	63%[activator]	-24%	17	3%
CCN(CC)S(=O)(=O)c1ccc(OC)c(NC(=S)Nc2cccc(C)c2)c1	1	-15%	/	39%	-17%	28	4%
COc1ccc(OC)c(NC(=O)CSc2nnc(CNC(=O)c3cccs3)o2)c1	1	6%	-2%	?	-28%	3	-5%
CCCN=C(N)/C(C(=O)OCC)=C(\O)c1ccc(OC)cc1	8	7%	?	2%	-3%	4	1%
CC(C)CNC(=S)N1CCN(c2nc3ccccc3s2)CC1	6	6%	0%	-8%	1%	19	-1%
COc1cccc(C(=O)NC2CC3CCCC(C2)N3CC(=O)Nc2ccccc2)c1 (stereo not given)	-2	5.2µM*	-26%	?	11%	-12	-1%
COc1ccc2c(c1)NC(C)(C)C=C2C	-1	?	-24%	-19%	3%	-10	-3%
N#CC1=C(N)Oc2c(O)cc3ccccc3c2C1c1ccsc1 (stereo not given)	0	?	3%	?	-40%	-9	1%
Cc1nc2ccc(NC(=O)c3ccco3)cc2nc1C	17*	18%	2%	2%	-20%	59*	-7%
COc1cc(NC(=O)c2ccccc2)c(OC)cc1NC(=O)Cc1ccc(C)cc1	1	-10%	-2%	?	-30%	-9	5%
Cc1ccc(-c2cc(C(F)F)n3ncc(C(=O)N4CCCCC4c4cccnc4)c3n2)cc1 (stereo not given)	-1	1.7µM*	-2%	4.1µM*	37%	-7	2%
Cc1ccc(N2NC(=O)/C(=C/c3ccc(-c4ccc(Cl)c(C(=O)O)c4)o3)C2=O)cc1	8	24%	-7%	73%[5.75 µM]	-26%	-8	-2%
Cc1cc2[nH]c(=O)c(=O)[nH]c2cc1S(=O)(=O)NCc1ccc(Cl)cc1	-1	-5%	-1%	13µM*	-32%	-2	2%
C[C@@H]1NC(=O)[C@H](CC(N)=O)NC(=O)c2cc([N+](=O)[O-])cc(I)c2OCC[C@@H](C(=O)NC(CC(=O)O)C(N)=O)NC1=O (stereo not given in full)	-4	24%	-1%	1%	130%[activator]	-11	1%
CCN(CC(=O)N1CCN(C)CC1)S(=O)(=O)c1ccc(Cl)cc1	-1	-14%	2%	9.3µM*	-25%	6	0%
COC(=O)[C@@H](NC(=O)NC(C)CCc1ccccc1)C(C)C (stereo not given in full)	2	0%	4%	-7%[5.75 µM]	-2%	-4	2%
CC(=O)NNC(=S)NC(=O)C(c1ccccc1)c1ccccc1	-1	2.1µM*	2%	?	-32%	-4	4%
CC(C)(C)c1ccc(NC(=O)CSc2nnc(-c3n[nH]c4ccccc34)o2)cc1	26	80%[activator]	-33%	11%	-12%	37*	2%
CC1CC1C(=O)OCC(=O)Nc1ccccc1Oc1ccccc1 (stereo not given)	7	20%	-21%	1%	-53%	-1	3%
CCc1nnc(NC(=O)c2cc([N+](=O)[O-])ccc2N2CCOCC2)s1	/	19%	-3%	4%	-2%	/	/
CCOc1ccc(N2C(=O)CC(N)C2=O)cc1 (stereo not given)	-3	-11%	-5%	-6%	-1%	5	-2%
Cc1cc(C)cc(N(C(=O)c2ccccn2)C(C(=O)NC2CCCCC2)c2cccs2)c1 (stereo not given)	8	?	2%	?	50%	18	4%

# Compound activity as filed in PubChem.
